Screens deposited in PubChem BioAssay by The Scripps Research Institute Molecular Screening Center.
OX1R antag-1: blocks the human orexin 1 receptor; AID 485270; OX1R-expressing cells, FRET antagonist read-out; inhibition, % at 6.6 µM; 330,000 tested, 1.8% active; O43613; in the data active = inhibition mostly above about 38%, no sharp cut-off; inactive = mostly below about 40%;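 note: 0% = agonist challenge alone and 100% = reference antagonist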
Target sequence (O43613 whole entry, looked up): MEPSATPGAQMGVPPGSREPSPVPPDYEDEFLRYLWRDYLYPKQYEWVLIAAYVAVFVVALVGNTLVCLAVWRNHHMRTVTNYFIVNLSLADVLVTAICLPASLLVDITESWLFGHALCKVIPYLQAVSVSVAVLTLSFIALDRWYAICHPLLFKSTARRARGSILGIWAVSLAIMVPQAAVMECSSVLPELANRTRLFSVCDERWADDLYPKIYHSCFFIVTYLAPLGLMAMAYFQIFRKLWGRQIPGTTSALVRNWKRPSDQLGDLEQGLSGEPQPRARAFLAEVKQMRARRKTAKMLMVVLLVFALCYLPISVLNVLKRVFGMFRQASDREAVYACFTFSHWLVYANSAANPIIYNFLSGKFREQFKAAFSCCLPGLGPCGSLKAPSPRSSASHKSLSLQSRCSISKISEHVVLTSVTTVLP
OX1R antag-2: antagonists of human orexin 1 receptor. CHO/OX1R cells, Fluo-8 calcium fluorescence, orexin A. inhibition, % at 5 µM. 330,000 tested, 0.43% active. AID 434989;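 active = inhibition above its plate's threshold, mean inhibition of all tested compounds on the plate plus 3 SD, cut at about 37% in these data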;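 note: 0% = orexin A challenge wells and 100% = SB-334867-A antagonist wells; not every result past the cut was called active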
* marks the source's active call; other numbers are inactive results. This is a random part of the collection, and some 2% of all compounds hit somewhere here.

A first look:
SMILES | OX1R antag-1 | OX1R antag-2
CC(=O)OCC(=O)Nc1ccc(SC(F)F)cc1 | 13 | 5
COc1cccc(N(CC(=O)NC2CCCCC2)C(=O)CCCC(=O)Nc2ccccn2)c1 | 24 | -34
COc1c(F)c(F)c(C(=O)O)c(Nc2ccccc2C)c1F | 10 | -21
O=S(=O)(O/N=C1\CCCc2ccccc21)c1ccc(Cl)cc1 | -11 | 2
O=C(O)c1nn(-c2ccccc2)c(-c2ccccc2)c1C(=O)c1ccccc1 | 4 | 4
CCN(c1cccc(C)c1)S(=O)(=O)c1c(C)[nH]c(C)c1C(=O)N1CCCCC1 | 12 | -32

The list itself, from the start:
SMILES | OX1R antag-1 | OX1R antag-2
CC(=O)OCC(=O)Nc1ccc(SC(F)F)cc1 | 13 | 5
COc1cccc(N(CC(=O)NC2CCCCC2)C(=O)CCCC(=O)Nc2ccccn2)c1 | 24 | -34
COc1c(F)c(F)c(C(=O)O)c(Nc2ccccc2C)c1F | 10 | -21
O=S(=O)(O/N=C1\CCCc2ccccc21)c1ccc(Cl)cc1 | -11 | 2
O=C(O)c1nn(-c2ccccc2)c(-c2ccccc2)c1C(=O)c1ccccc1 | 4 | 4
CCN(c1cccc(C)c1)S(=O)(=O)c1c(C)[nH]c(C)c1C(=O)N1CCCCC1 | 12 | -32
Cc1ccc(S(=O)(=O)N2CCCC(C(=O)NC3=NCCS3)C2)cc1 (centres undefined) | 20 | -2
CC(C)Oc1ccc(CNCC2(O)CCOC(C)(C)C2)cc1 (centres undefined) | 9 | -8
CN(C)CCN(Cc1ccccc1)S(=O)(=O)c1csc(C(N)=O)c1 | 14 | -22
CC(/C=N/n1c(-c2ccco2)n[nH]c1=S)=C\c1ccccc1 | 16 | -20
Cc1c(Cl)c([N+](=O)[O-])nn1CC(=O)N1CCN(C23CC4CC(CC(C4)C2)C3)CC1 | 14 | -3
N=C1/C(=C\c2ccc(SCc3ccccc3)o2)C(=O)N=C2SC(CC(=O)N3CCOCC3)=NN12 | 19 | -8
Cc1nnc(SCc2nc(N)nc(Nc3ccccc3)n2)s1 | 5 | -22
Cc1cnc(NC(=O)c2cc3c(C)nn(Cc4ccccc4Cl)c3s2)s1 | 12 | -38
COc1cc2c(cc1OC)CN(C(=O)c1ccncc1)CC2 | 1 | 6
CCOc1ccc(Br)cc1S(=O)(=O)Nc1ccc(N2CCOCC2)cc1 | 15 | -21
COc1ccc(CCN2CC(C(=O)N(C)Cc3cccnc3)CC2=O)cc1OC (centres undefined) | 4 | -3
Cc1cc(=O)n2[nH]c(=O)c(N=Nc3ccccc3)c2[nH]1 | 126* | -3
COc1ccc(-c2cc(C(=O)NCCN3CCOCC3)c3cc(C(C)C)ccc3n2)cc1 | 6 | -34
O=C(/C=C/c1cccc(Br)c1)NCc1ccncc1 | 34 | -12
O=C(Nc1cccc(Cl)c1Cl)C1CCCO1 (centres undefined) | 24 | -8
Cc1ccn2c(Nc3ccccc3)c(-c3ccccn3)nc2c1 | 12 | -32
Cc1nc2ccccc2c(=O)n1NC(=O)c1ccc(C(C)(C)C)cc1 | -5 | -17
CCCCCCC(=O)N(O)C1CC(=O)N(c2ccc(C)cc2)C1=O (centres undefined) | 8 | -17
Cc1ccc(/C=N/N2CCN(Cc3cccc4ccccc34)CC2)o1 | 5 | -2
Cc1cnc(CN(C)C(=O)c2ccc3oc(Cc4ccccc4)nc3c2)[nH]1 | 16 | -29
O=C(CCNc1ccc(Cl)cc1)c1cccs1 | 18 | -20
O=C(Nc1cccc(F)c1)c1ccc(S(=O)(=O)NCC2CCCO2)cc1 (centres undefined) | -2 | -3
CCOC(=O)N1CCN(C(=O)CNC(=O)c2nn(-c3ccc(OC)cc3OC)c(=O)c3ccccc23)CC1 | 30 | -15
O=S(=O)(c1ccc(Cl)cc1)N1CCCc2ccccc21 | 18 | -29
O=C(CNc1ccc2ccccc2c1)NNC1=NCCC1 | 8 | 1
Cc1ccc(NC(=O)CSc2nnc(CSc3nc(C)cc(C)n3)n2Cc2ccco2)c(C)c1 | 12 | -24
CCC(C(=O)NC1CCCC1)N(Cc1ccc2c(c1)OCO2)C(=O)c1snc(C(N)=O)c1N (centres undefined) | 7 | -35
CC1=C(C(=O)N2CCCCC2)C(c2cccs2)C2=C(CCCC2=O)N1 (centres undefined) | 12 | -10
O=C(COc1ccccc1)NNc1nc2c(F)cc(F)cc2s1 | 10 | -7
C/C(N)=C(/C#N)C(=O)COC(=O)c1cccc2ccccc12 | 19 | -1
CCOC(=O)c1ccccc1NC(=O)COC(=O)CN1C(=O)C2CC=CCC2C1=O (centres undefined) | 45 | -26
Cc1ccc(NC(=O)c2c(NC(=O)CCC(=O)O)sc3c2CCCCC3)cc1 | 30 | -11
COc1ccc(NC(=O)COC(=O)CCC2CCCC2)c(OC)c1 | 2 | -14
COc1ccc(CC(=O)NCCC(C)C)cc1S(=O)(=O)N1CCOCC1 | 16 | -13
COC(=O)c1ccc(OC)c(Cn2c(=O)n(C)c(=O)c3sccc32)c1 | -2 | -27
O=C(NC1CCCCC1)OCCN1CCN(Cc2ccccc2)CCC1=O | 7 | -15
O=C(CSc1nc(=O)n(CCCN2CCOCC2)c2c1CCC2)Nc1cccc(F)c1 | 14 | -17
CCCc1nc2oc3c(OCC)ncnc3c2c2c1COC(C)(C)C2 | -3 | -2
CC(=O)c1cccc(S(=O)(=O)N2CCN(CCOc3ccccc3)CC2)c1 | 5 | -25
CN(CC(=O)NC1CCCCC1)S(=O)(=O)c1ccc(Br)s1 | 22 | -15
COc1ccccc1NS(=O)(=O)c1ccc(C)c(NC(=O)NC2CCCCC2)c1 | 11 | -23
NC(=O)c1ccc(-n2nc(C(F)(F)F)c3c2CCCC3)cc1 | 11 | -15
Cc1ccc(Oc2ccc(N)cc2)cc1 | 25 | -3
NC(=O)c1ccsc1NC(=O)Cc1ccc([N+](=O)[O-])cc1 | 10 | -4
Cc1cc2cc(CN(Cc3cccs3)C(=S)NCc3ccco3)c(=O)[nH]c2cc1C | 17 | -31
CCc1nc(N(CC)CC)c2oc3ccccc3c2n1 | 11 | -29
CCOc1ccc(N(CC)C(=O)CCNC(=O)Cn2ccc3ccccc3c2=O)cc1 | 9 | -23
CN(C)S(=O)(=O)c1ccc(N2CCCC2)c(C(=O)Nc2nc3ccccc3s2)c1 | 22 | -12
Cn1nc(C(C)(C)C)c([N+](=O)[O-])c1C(N)=O | 7 | -12
CCOC(=O)c1c(NC(=O)C2CC2)sc(C)c1CC | 13 | -44
C/C(=N\N=C(N)N)c1ccc(C)c(C)c1 | 7 | -26
Cc1ccc(NC(=O)CS(=O)CC(=O)N(CC(=O)NC2CCCC2)c2ccc3c(c2)OCCO3)cc1 (centres undefined) | 18 | -17
CN(Cc1ccc(Br)s1)C(=O)CNC(=O)c1ccc2c(c1)OCO2 | 15 | 2
Clc1ccc(Oc2cnc3ccccc3n2)cc1 | 0 | -12

An excerpt of these results, field by field.
molecule: Cc1ccc(NC(=O)CS(=O)CC(=O)N(CC(=O)NC2CCCC2)c2ccc3c(c2)OCCO3)cc1 (centres undefined)
  OX1R antag-1: 18	OX1R antag-2: -17

molecule: CN(Cc1ccc(Br)s1)C(=O)CNC(=O)c1ccc2c(c1)OCO2
  OX1R antag-1: 15	OX1R antag-2: 2

More compounds follow:
SMILES | OX1R antag-1 | OX1R antag-2
COc1ccccc1NC(=O)/C(=C/c1cccc([N+](=O)[O-])c1)c1ccccc1 | 38 | -35
CCOc1ccc(-c2c(C(=O)N/N=C/c3ccc(OC(C)C)cc3)nnn2-c2nonc2N)cc1 | 56 | -29
CCc1nnc2c(NCCc3ccccc3)nc3ccccc3n12 | 9 | -31
CCC(C(=O)O)n1nnc(-c2ccc(-c3ccc(OC)cc3)cc2)n1 (centres undefined) | 37 | -69
CN(Cc1ccccc1)S(=O)(=O)c1ccc(NC(=S)NC(=O)C2CCCC2)cc1 | 23 | 13
Cc1ccc(COc2ccc(CNCCCN3CCCCCC3=O)cc2)cc1 | 21 | -24
O=c1[nH]c(CSc2ncnc3sc(-c4ccccc4)cc23)nc2ccccc12 | 0 | -6
O=C(NCCCn1ccnc1)C(=O)NCC(c1cccnc1)N1CCN(c2ccccc2)CC1 (centres undefined) | -6 | -68
Nc1nnc(C(c2ccccc2)c2ccccc2)s1 | 20 | -14
COc1ccc(/C=C/C(=O)c2ccoc2)cc1 | 24 | -10
CC(NCC(O)COc1ccccc1)C1COc2ccccc2O1 (centres undefined) | 12 | -14
COc1ccc(CCN2Cc3c(N)cccc3C2=O)cc1OC | -5 | -7
Cc1cc(C)cc(Nc2ccc(C(=O)O)cc2N)c1 | 17 | -20
CCOc1cc(C)ccc1OCc1nnc(SCC(=O)c2cccc([N+](=O)[O-])c2)n1C | 1 | -7
c1ccc(-c2nnsc2Sc2ccccn2)cc1 | 14 | -12
O=C(NC1CCCCC1)C(c1ccc(F)cc1)N(Cc1cccs1)C(=O)CN1C(=O)c2ccccc2S1(=O)=O (centres undefined) | 18 | -16
N#Cc1c(N)n(-c2ccccc2N)c2nc3ccccc3nc12 | 15 | 12
CCOC(=O)c1ccc(N2C(=O)CC(Sc3nc(O)c(CC)c(=O)[nH]3)C2=O)cc1 (centres undefined) | 15 | -9
O=C(Nc1ccc(Cl)cc1)N1CCCC1 | 13 | 1
CCc1ccc(OCCOCC(O)CN(CCO)CCO)cc1 (centres undefined) | 12 | -10
Cn1c(SCC(=O)NCc2cccs2)nnc1-c1ccco1 | 16 | -14
CC1(C)Cc2c(sc(NC(=O)Nc3ccccc3)c2C(N)=O)CO1 | 9 | -2
CC(C)CC(NC(=O)C1CCCN1C(=O)CNC(=O)OCc1ccccc1)C(=O)O (centres undefined) | -2 | -24
COc1ccc(-c2ccc(SCC(=O)Nc3nccs3)nn2)cc1OC | 8 | -17
COC(=O)[C@@H](CC(C)C)NS(=O)(=O)N(Cc1ccccc1)[C@@H](CC(C)C)C(=O)OC | 23 | 47
Cc1ccc(NC(=O)CCc2nnc3ccc(N4CCC5(CC4)OCCO5)nn23)nc1 | 13 | -3
CCOC(=O)c1cccc(NC(=O)CCc2nc(-c3ccc(C)cc3)no2)c1 | 24 | -12
CCOc1ccc(CNC(=O)CCC(=O)N2Cc3cccc(OC)c3Oc3ncccc32)cc1 | 14 | -43
Cc1ccc(NC(=O)CN2CCCCCC2)cc1[N+](=O)[O-] | 16 | -16
O=S(=O)(c1ccc(-c2ccno2)s1)N1CCCCC1 | 5 | -7
CC(NC(=O)C1CCC(C)(C(=O)O)C1(C)C)c1ccccc1 (centres undefined) | -7 | -10
c1ccc(-c2nn3nnnc3c3ccccc23)cc1 | 22 | -20
CC(C)OC(=O)C1=C(N)N2C(=O)CSC2=C(C(=O)OC(C)C)C1 | 14 | -11
CCOC(=O)N1CCC(=NNC(=O)COc2ccc(OC)cc2)CC1 | -6 | -8
O=C(O)c1cccc(N2C(=O)c3cc4cccc(Br)c4cc3C2=O)c1 | 3 | -5
O=C(CSc1ccc(-c2ccccc2)nn1)c1cccs1 | 102* | 50*
CCCn1c(C2CCCN2c2nc(-c3cccc(Br)c3)cs2)nc2ccccc21 (centres undefined) | 13 | -41
O=C(COC(=O)c1ccccc1[N+](=O)[O-])Nc1cccnc1Cl | 21 | -4
O=C(N/N=C/c1cccnc1)c1ccc(CN2c3cccc4cccc(c34)S2(=O)=O)cc1 | 24 | -20
O=C(c1ccc(-c2nnc(Nc3cccc(Cl)c3)c3ccccc23)cc1)N1C[C@H]2C[C@H](C1)c1cccc(=O)n1C2 | 4 | -13

Arranged by value in OX1R antag-1 (highest first): 5 from the list above.
SMILES | OX1R antag-1 | OX1R antag-2
O=C(COC(=O)c1ccccc1[N+](=O)[O-])Nc1cccnc1Cl | 21 | -4
Cc1ccc(NC(=O)CN2CCCCCC2)cc1[N+](=O)[O-] | 16 | -16
Cc1ccc(NC(=O)CCc2nnc3ccc(N4CCC5(CC4)OCCO5)nn23)nc1 | 13 | -3
O=S(=O)(c1ccc(-c2ccno2)s1)N1CCCCC1 | 5 | -7
O=C(O)c1cccc(N2C(=O)c3cc4cccc(Br)c4cc3C2=O)c1 | 3 | -5

Other structures:
SMILES | OX1R antag-1 | OX1R antag-2
Cc1ccc(S(=O)(=O)NN2C(=O)c3ccccc3NC2c2ccccc2)cc1 (centres undefined) | 10 | -30
CCOc1ccccc1-n1c(SCC(=O)N(CC)CC)nnc1-c1ccccn1 | 22 | -17
Cc1nc(-c2coc3cc(OCC(=O)O)ccc3c2=O)cs1 | 8 | -2
COCCNC(=O)Cc1ccc(Br)cc1 | 5 | -14
CCn1c(SCC(=O)NCc2ccco2)nc2cccnc21 | 42 | -8
COCCCN1C(=O)CC(C(=O)OC)=C1C | 7 | -3
C/[N+]([O-])=C\c1ccc([N+](=O)[O-])o1 | 21 | 6
CC1CC(=O)N(Cc2ccccc2)c2ccccc2N1C=O (centres undefined) | 6 | 4
Cc1cc(C)c(S(=O)(=O)N2CCN(C)CC2)c(C)c1 | 3 | 3
O=C(CSc1ccc(-c2ccccn2)nn1)c1ccccc1 | 7 | -12
Cc1[nH]c2ccccc2c1SCC(=O)N1CCCCCC1 | 11 | -10
CC(C)n1c(N2CCN(C(=O)Nc3ccc(F)cc3F)CC2)nc2ccccc21 | 14 | -29
Cc1ccc(NC(=O)c2cc(-c3ccc(C)c(C)c3O)n[nH]2)cc1C | 14 | -8
Cc1ccc(S(=O)(=O)N2CCN(C)CC2)cc1[N+](=O)[O-] | 17 | 6
